# Screening data deposited in PubChem by several laboratories.
# Mcl1-Noxa inh: Mcl-1/Noxa binding inhibitors, primary screen, biochemical, TR-FRET, 1536-well; 220,000 tested, 1.5% active; inhibition, % at 21.7 µM; Induced myeloid leukemia cell differentiation protein Mcl-1 (Homo sapiens), Q07820; TR-FRET Mcl-1/Noxa peptide binding, 2 h;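 active means compounds that cut the protein-peptide binding signal by more than 50% relative to plate controls in a single-dose test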;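 further: His-tagged Mcl-1 with rhodamine Noxa BH3 peptide and terbium anti-His antibody; 0% = Mcl-1 plus Noxa peptide wells and 100% = peptide-only wells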
# Target sequence (Q07820 whole entry, looked up): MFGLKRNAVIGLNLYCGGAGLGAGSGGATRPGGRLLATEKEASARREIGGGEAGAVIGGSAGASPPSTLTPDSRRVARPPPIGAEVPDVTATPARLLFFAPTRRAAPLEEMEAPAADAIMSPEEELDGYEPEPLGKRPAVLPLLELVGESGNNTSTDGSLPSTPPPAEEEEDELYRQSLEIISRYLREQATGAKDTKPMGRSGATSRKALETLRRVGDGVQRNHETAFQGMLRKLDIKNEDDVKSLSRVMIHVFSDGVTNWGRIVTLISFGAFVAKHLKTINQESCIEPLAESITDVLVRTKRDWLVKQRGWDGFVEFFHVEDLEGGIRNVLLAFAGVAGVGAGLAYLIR
# RGS8-Gao: RGS8-Galphao binding modulators, primary screen, biochemical, multiplexed bead flow cytometry; Guanine nucleotide-binding protein G(o) subunit alpha (Homo sapiens), P09471; actives lie on both sides; response (percent of control binding), % at 10 µM; 220,000 tested, 0.34% active; AID 1423, 2008; in the data active means response below about 60% or above about 140%; inactive means in between;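 further: Galphao activated as the GDP aluminium fluoride complex binding bead-coupled RGS8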
# Target sequence (P09471 whole entry, looked up): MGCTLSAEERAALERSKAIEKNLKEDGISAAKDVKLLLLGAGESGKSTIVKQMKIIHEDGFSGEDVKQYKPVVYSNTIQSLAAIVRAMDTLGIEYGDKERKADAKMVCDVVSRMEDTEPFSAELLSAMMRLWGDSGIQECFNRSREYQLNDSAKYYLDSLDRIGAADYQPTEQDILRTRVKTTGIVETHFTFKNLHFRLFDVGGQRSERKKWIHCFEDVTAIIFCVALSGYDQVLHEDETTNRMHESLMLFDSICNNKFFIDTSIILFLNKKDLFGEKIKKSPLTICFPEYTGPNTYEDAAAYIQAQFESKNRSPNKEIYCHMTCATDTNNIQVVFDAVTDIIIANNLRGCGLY
# HRas wt GTP bind: modulators of GTP binding to HRas wildtype, primary screen, biochemical, bead-based flow cytometry, multiplex | GST-Ras wt beads, Bodipy-FL-GTP binding; actives lie on both sides | GTP binding activity, % at 10 µM | 190,000 tested, 0.14% active;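 active means GTP binding activity at least 20% away from the 100% baseline, either lowered as inhibitor or raised as activator; inconclusive means flagged as likely green fluorescent, judged across all proteins in the well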;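 further: 0% = unlabeled GTP competition control and 100% = no-compound control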
# Target sequence (P01112 whole entry, looked up): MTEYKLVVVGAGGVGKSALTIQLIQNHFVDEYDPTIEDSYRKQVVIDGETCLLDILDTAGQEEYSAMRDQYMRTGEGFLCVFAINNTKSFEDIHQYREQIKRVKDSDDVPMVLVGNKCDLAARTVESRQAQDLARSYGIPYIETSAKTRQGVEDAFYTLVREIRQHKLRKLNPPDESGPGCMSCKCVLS
# Mcl1 Bid PPI: Mcl-1/Bid binding inhibitors, primary screen, biochemical, TR-FRET, 1536-well; TR-FRET Mcl-1/Bid-Dy647 peptide binding; 220,000 tested, 0.97% active; Induced myeloid leukemia cell differentiation protein Mcl-1 (Homo sapiens), Q07820; inhibition, % at 21.7 µM; AID 1021, 2008;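 active means compounds that cut the binding signal by more than half at the single screening dose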;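 further: His-tagged Mcl-1 with europium anti-His antibody binding Bid BH3 peptide; 0% = Mcl-1 plus peptide wells and 100% = peptide-only wells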
# Rac1 act GTP bind: GTP binding modulators of activated mutant Rac1, primary screen, biochemical, bead-based flow cytometry, multiplex, fluorescent GTP; Ras-related C3 botulinum toxin substrate 1 (Homo sapiens), P63000; GST-Rac1 activated beads; actives lie on both sides; 100% means binding = to untreated wells; percent activity (GTP binding), % at 10 µM; 190,000 tested, 0.11% active; AID 764, 2007;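 active means GTP binding at least 20 percentage points away from the 100% baseline, in either direction, so actives lie on both sides; inconclusive means Compound likely fluorescent itself, or too few beads counted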
# Rab7 wt modul: modulators of GTP binding to Rab7, primary screen, biochemical, wildtype, multiplex bead flow cytometry; GST-Rab7 beads, fluorescent GTP binding; actives lie on both sides; untreated = 100%, excess cold GTP = 0%; GTP binding activity (percent of control), % at 10 µM; 190,000 tested, 0.055% active; AID 758, 2007; Rab7 GTPase wild type (dog), Bodipy-FL-GTP binding;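 active means fluorescent GTP binding to Rab7 beads changed by at least 20 points from the 100% baseline, either direction, mostly lower; inconclusive means compound itself probably fluorescent, or too few beads counted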;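 further: median green fluorescence of bound Bodipy-FL-GTP per Rab7 bead population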
# Pf gamet viab: late stage P. falciparum gametocyte viability inhibitors, primary screen, ATP luminescence, HTS. P. falciparum stage V gametocytes, 24 h. inhibition, % at 10.9 µM. 150,000 tested, 0.065% active. AID 743093, 2013;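 active means inhibition above the mean plus 3 SD of compounds within the control limits, set per campaign, cut at about 38% in these data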;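 further: 0% = DMSO wells and 100% = medium only without gametocytes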
# Bim-Mcl-1: inhibitors of Bim peptide binding to Mcl-1, primary screen, biochemical, bead-based flow cytometry, multiplex; Bim peptide-Mcl-1 binding; inhibition, % at 10 µM; 190,000 tested, 0.1% active; in the data active means inhibition above about 40%;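 further: 0% = no compound tracer wells and 100% = peptide blocker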
# Cdc42 wt: modulators of GTP binding to wildtype Cdc42, primary screen, biochemical, multiplex bead flow cytometry, Bodipy-GTP; Cell division control protein 42 homolog (Homo sapiens), P60953; GST-Cdc42 beads; actives lie on both sides; percent activity (GTP binding), % at 10 µM; 190,000 tested, 0.2% active;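 active means percent activity GTP binding at least 20 points away from the 100% baseline, either down as inhibitor or up as activator; inconclusive means compound flagged as likely green fluorescent from well-wide comparison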;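 further: median bead fluorescence of bound Bodipy-FL-GTP at 100 nM; 0% = excess unlabeled GTP control and 100% = no compound control; below 100% means less GTP binding so inhibitor and above means activator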
# Target sequence (P60953 whole entry, looked up): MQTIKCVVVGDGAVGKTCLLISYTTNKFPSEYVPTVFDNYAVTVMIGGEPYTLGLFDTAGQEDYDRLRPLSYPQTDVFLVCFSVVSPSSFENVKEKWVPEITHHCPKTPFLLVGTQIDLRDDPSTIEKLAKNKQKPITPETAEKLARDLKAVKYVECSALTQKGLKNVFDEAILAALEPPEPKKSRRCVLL
# Rac1 wt modul: wildtype Rac1 GTP binding modulators, primary screen, biochemical, GST-Rac1 beads, flow cytometry, multiplex | Ras-related C3 botulinum toxin substrate 1 (Homo sapiens), P63000 | GTP binding activity (% of control), % at 10 µM | 190,000 tested, 0.27% active | fluorescent GTP binding; actives lie on both sides; 0 = cold GTP competed, 100 = untreated;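 active means GTP binding activity at least 20 points away from the 100% control level, either lower or higher; inconclusive means compound flagged as likely green fluorescent, judged across all proteins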
# Rab2 wt GTP: modulators of GTP binding to Rab2A wildtype, primary screen, biochemical, dog, bead-based flow cytometry, multiplex | GST-Rab2 wt beads, Bodipy-GTP binding | 190,000 tested, 0.19% active | Ras-related protein Rab-2A (Canis lupus familiaris), P61105 | GTP binding activity, % at 10 µM;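 active means GTP binding activity at least 20 points away from 100%, either lowered or raised; inconclusive means signal likely due to the compound's own green fluorescence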;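 further: 0% = beads with excess unlabeled GTP and 100% = no-compound control corrected for plate trend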
# An asterisk follows results filed as active; ? = inconclusive; . = not tested or not shown.
SMILES,Mcl1-Noxa inh,RGS8-Gao,HRas wt GTP bind,Mcl1 Bid PPI,Rac1 act GTP bind,Rab7 wt modul,Pf gamet viab,Bim-Mcl-1,Cdc42 wt,Rac1 wt modul,Rab2 wt GTP
O=C(OCN1C(=O)c2ccccc2C1=O)/C(=C\c1ccco1)NC(=O)c1ccccc1,-7,99,105,-3,100,101,.,13,105,104,106
O=C(c1ccco1)N1CCN(C(=O)c2cc3c(=O)oc4ccccc4c3s2)CC1,-2,92,113,-9,103,107,.,-2,115,115,112
CC(=O)Nc1ccc(S(=O)(=O)Nc2ccc(C)c([N+](=O)[O-])c2)cc1,17,96,?,-9,?,?,-6,1,?,?,?
Fc1cccc2ncnc(OCc3ccccc3)c12,13,104,93,-26,93,97,12,-1,91,94,97
COc1ccc(CCNCc2ccc(OCC(=O)N3CCCCC3)c(OC)c2)cc1OC,2,104,100,-37,100,100,-12,-6,101,100,101
Cn1c(=O)n(C)c2cc(S(=O)(=O)N3CCCc4ccccc43)ccc21,-4,100,98,-17,99,102,.,-2,101,104,101
COC(=O)C1=C(C)n2nnnc2NC1c1cc2ccccc2o1 (stereo not given),1,102,99,-26,100,99,.,-3,100,102,100
COc1ccc(NC(=O)C(C)NS(=O)(=O)c2ccc(NC(C)=O)cc2)cc1Cl (stereo not given),8,102,101,-20,96,99,17,-6,100,107,100
CCN(C(=O)COC(=O)c1cc(-c2cccs2)nc2ccccc12)C1CCS(=O)(=O)C1 (stereo not given),2,99,99,-24,96,106,10,0,99,96,101
O=C1/C(=N/n2cnnc2)c2ccccc2N1Cc1ccccc1,-3,96,98,-22,96,98,.,-1,96,97,96
COc1ccc(-c2nn(-c3ccccc3)cc2/C=N/NC(=S)NC(C)C)cc1OC,-45,106,97,-41,98,91,-16,-5,99,103,98
COC(=O)c1ccc(OC(=O)C23CCC(C)(C(=O)O2)C3(C)C)cc1 (stereo not given),-6,100,100,-11,95,103,-11,0,97,102,100
Nc1ccc(-c2nc3cc(N)ccc3s2)cc1,30,95,95,-26,96,96,.,2,95,100,96
COc1ccc(C(=O)NCc2nnc(SC)n2C2CCCCC2)cc1,1,104,99,0,98,99,.,-4,104,102,100
COCc1cc(C)nc2sc(C(=O)N3CCCC3)c(N)c12,.,107,95,-23,95,94,.,0,95,93,93
COc1ccccc1CNC(=O)CNC(=O)c1cn(-c2ccccc2OC)c(=O)c2ccccc12,2,97,104,-30,101,109,11,0,102,110,104
CN(c1ccccc1)S(=O)(=O)c1ccc(C(=O)Nc2nnc(C3CC3)o2)cc1,-75,104,94,-40,94,94,7,0,94,95,94
Fc1ccc(N/N=C/c2cccnc2)c(F)c1,-1,104,94,-24,98,91,-17,0,98,95,96
CCC1=NC(c2ccccc2OC)N(O)C1(C)C (stereo not given),2,99,100,-17,102,100,.,-6,104,108,100
COc1ccccc1NC(=O)CSc1c2c(nc3ccccc13)CCC2,-3,102,102,-13,101,99,-6,-2,105,103,103
COc1cc(C(=O)NCCC(=O)NCCc2ccc(Cl)cc2)cc(OC)c1OC,12,100,99,-1,102,97,.,-3,103,104,99
CC1CCN(C(=O)c2scc3c2OCCO3)CC1,17,96,100,-8,100,98,.,2,102,106,100
Cc1ccn2cc(CSc3ccccc3)nc2c1,23,107,97,-48,96,94,.,0,97,97,96
NS(=O)(=O)c1cccc(NC(=O)COC(=O)/C(=C/c2cccs2)c2cccs2)c1,28,103,100,-28,99,100,-3,-1,96,105,98
S=C1NC(c2ccccc2)=NCN1c1ccc(Cl)cc1,6,99,103,-122,99,103,20,5,108,103,101
COc1cc(NS(=O)(=O)c2ccc(NC(C)=O)cc2)cc(OC)c1,20,98,102,-24,100,100,1,0,103,108,102
O=C(C(=O)N1CCCc2ccccc21)N1CCCc2ccccc21,13,124,95,16,98,99,-9,0,98,98,99
O=C(CN1C(=O)NC2(CCCCCCC2)C1=O)N1CCc2ccccc2C1,3,102,105,-4,102,103,.,0,106,101,103
CC(=O)NNc1cc(=O)c2c(=O)n(C)c(=O)n(C)c2[nH]1,-8,99,106,-17,100,105,.,-2,105,108,103
Cc1cc(Br)cc2c(C(=O)Nc3c(C)n(C)n(-c4ccccc4)c3=O)cc(-c3cccs3)nc12,.,101,92,-11,87,92,.,-2,91,87,89
CNC(=S)NCCc1c[nH]c2ccc(OC)cc12,-2,100,94,-33,99,95,-1,-1,94,101,97
CCc1ccc2nc(NC(=O)CSCc3c(C)noc3C)sc2c1,17,103,100,7,99,99,-19,-3,101,106,96
C/C(=N\Nc1ccc([N+](=O)[O-])cc1)c1ccco1,10,101,101,-28,102,97,-3,-3,97,101,100
O=C(Nc1cccn(Cc2cccc(F)c2)c1=O)NC1CCCCC1,11,101,99,4,98,96,-20,-2,100,103,97
COc1ccc(/C=C2\SC(=S)N(CC(=O)NNC(=O)c3ccncc3)C2=O)cc1,-1,103,95,-11,93,98,-5,2,98,99,98
COc1cc(CNc2ccc(NC(C)=O)cc2)ccc1OCc1ccccc1C,2,102,97,-4,89,104,0,-2,92,97,100
COc1cccc(N(C(=O)C2COc3ccccc3O2)C(C(=O)NC2CCCCC2)c2ccc(O)cc2)c1 (stereo not given),-12,104,102,-35,100,104,-8,-3,100,104,102
O=C(NC(=Nc1nc2ccccc2o1)NC(=O)c1ccccc1)c1ccccc1,1,91,97,-5,100,95,-16,-2,99,105,96
Cc1ccnc(SCC(=O)N2CCc3ccccc3C2)n1,4,99,102,-5,101,92,-8,-5,104,101,101
CCn1c(=O)n(CC(=O)NCc2ccccc2OC)c(=O)c2ccccc21,26,96,97,11,90,95,-7,0,96,93,94
O=C(CCC(=O)NC1CCCCCC1)Nc1nnc(C(F)(F)F)s1,9,100,96,0,97,96,.,1,96,94,97
O=C(Nc1ccn(-c2ccccc2)n1)c1ccccc1Br,-11,94,102,-5,99,102,14,2,104,105,102
Cc1cc(/C=N/O)c(C)n1-c1ccccc1,-2,95,94,-24,96,94,-2,-1,92,92,95
COc1ccc2c(c1)C(=NO)c1cc(OC)ccc1-2,14,102,99,1,98,97,.,0,101,98,99
COc1cccc(CC2CC(=O)N(CCc3ccc4c(c3)OCO4)C2=O)c1 (stereo not given),-2,86,99,0,98,99,6,-2,100,96,98
O=C(Nc1nccs1)c1ccccc1N=Cc1ccccc1,-20,101,99,-32,98,101,-12,2,100,99,99
C=C(C)Cn1c(CCNC(=O)C(C)(C)C)nc2ccccc21,32,102,99,0,99,100,.,-2,101,99,98
CCOc1ccc(Br)cc1S(=O)(=O)Nc1ccc(N2CCOCC2)cc1,15,94,103,-80,102,102,.,-120,102,109,101
C/C(=N/Oc1nc(C)cc(C)n1)c1ccccc1,3,99,101,-19,100,102,.,-1,102,104,102
COc1ccc(-c2cc(-c3ccccc3)n3ncnc3n2)cc1,20,104,?,-5,?,?,.,-1,?,?,?

# Carrying on.
SMILES,Mcl1-Noxa inh,RGS8-Gao,HRas wt GTP bind,Mcl1 Bid PPI,Rac1 act GTP bind,Rab7 wt modul,Pf gamet viab,Bim-Mcl-1,Cdc42 wt,Rac1 wt modul,Rab2 wt GTP
N/C(=N\OC(=O)Oc1ccccc1)c1cccc([N+](=O)[O-])c1,26,91,99,6,97,99,9,-5,105,104,97
COc1ccc(NC(=S)N(CCN2CCOCC2)Cc2cc3cc4c(cc3[nH]c2=O)OCO4)cc1,18,104,96,-8,97,98,11,0,101,98,102
CN(C)C(=O)c1ccc2c(c1[N+](=O)[O-])C(=O)c1ccccc1C2=O,9,94,95,11,96,95,3,0,98,92,93
COC(=O)c1ccccc1NC(=O)c1ccccc1N(C)S(=O)(=O)c1ccccc1,3,103,100,21,98,99,-23,-1,99,100,102
CC1CCN(c2c(NCC3CCC(C(=O)N4CCCCC4)CC3)c(=O)c2=O)CC1 (stereo not given),6,93,102,-27,99,103,.,3,102,111,100
CCON1C(=O)CN(C(=O)OC)C1c1ccc(Cl)cc1Cl (stereo not given),8,104,99,-2,93,99,.,-4,97,102,97
CCc1ccc(-n2c(Cn3nc(C(F)(F)F)cc3C)n[nH]c2=S)cc1,18,96,95,-99,92,97,.,-3,96,96,96
Cc1cc(C(=O)CSc2nnc(-c3cccc(F)c3)n2N)c(C)n1Cc1ccc2c(c1)OCO2,-12,106,98,36,96,98,.,-4,96,97,95
COc1ccc(Oc2ccccc2C#N)cc1,12,99,96,-38,96,100,-10,1,96,94,98
COc1ccc(NC(=O)CSc2nc3c(c(=O)n2-c2ccc(F)cc2)SCC3)c(OC)c1,0,102,102,-66,101,100,-1,1,104,106,102
FC(F)Sc1ccc(-n2c(-c3ccc(Cl)cc3)c[n+]3c2CCC3)cc1,-11,102,98,2,99,96,0,-4,99,100,98
Cc1ccc2[nH]c(-c3ccccc3)cc(=O)c2c1,-2,96,94,22,95,98,.,-1,95,95,94
CC1Cc2ccccc2N1C(=S)Nc1ccc(S(N)(=O)=O)cc1 (stereo not given),2,100,102,-60,102,101,1,-3,103,107,100
CC(=O)c1sc(NC(=O)COc2ccc([N+](=O)[O-])cc2)nc1C,-4,99,96,1,97,99,.,-2,100,101,101
O=C(Nc1nc(-c2ccc3c(c2)OCCO3)cs1)C1CCCC1,24,97,95,-18,95,92,3,0,95,95,97
Cc1nn(C)cc1-c1n[nH]c(=S)n1-c1ccc(Cl)cc1,28,98,103,-81,100,101,-6,-10,97,103,100
CC(=O)c1sc(Nc2nc(C)cc(C)n2)nc1C,16,99,?,-2,?,?,.,7,?,?,?
COc1ccc(-c2noc(CSc3nnc(Cc4ccccc4)n3-c3ccc(Cl)cc3)n2)cc1,-2,96,101,7,95,102,-18,2,98,97,101
O=C(/C=C/c1cccs1)c1cc(Cl)ccc1OC(=O)N1CCOCC1,3,100,97,-1,95,98,.,-3,97,95,96
COc1ccc(OC)c(-c2nnc(SCC(=O)NC3CCCCC3)o2)c1,-20,99,100,-4,101,98,.,-1,102,105,99
